# MrgX1 PAM – human MrgX1 positive allosteric modulation, primary screen; B-score at 10 µM; Q96LB2; 310,000 tested, 0.63% active; MrgX1-HEK293, Fluo-4 calcium flux, FDSS; hits give high values; AID 588675;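 active = plate-corrected calcium response at least 3 library SD above typical, normal starting fluorescence, not activating the receptor alone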;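 also: compound read alongside a low EC10 to EC30 dose of BAM8-22 agonist; peak minus trough fluorescence over baseline measured at the second addition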
# Target sequence (Q96LB2 whole entry, looked up): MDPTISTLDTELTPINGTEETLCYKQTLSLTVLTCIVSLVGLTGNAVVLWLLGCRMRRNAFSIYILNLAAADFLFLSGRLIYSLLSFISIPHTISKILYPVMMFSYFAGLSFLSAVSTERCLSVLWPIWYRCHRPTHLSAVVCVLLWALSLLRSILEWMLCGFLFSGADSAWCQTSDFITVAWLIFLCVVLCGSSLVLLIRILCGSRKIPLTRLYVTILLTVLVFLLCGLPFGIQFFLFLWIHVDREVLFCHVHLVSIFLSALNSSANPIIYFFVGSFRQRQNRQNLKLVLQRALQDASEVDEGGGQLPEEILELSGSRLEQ
# ANO1 block – inhibitors of mouse TMEM16A calcium-activated chloride channel. HEK293 TMEM16A/YFP iodide influx fluorescence, ionomycin. normalized B-score (activity score, 25-100; higher = stronger inhibition) at 10 µM. Q8BHY3. 310,000 tested, 1.2% active. AID 588511;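 active = ratio plate-corrected score three or more library SD toward inhibition, starting fluorescence score within five deviations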;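 also: score derived from kinetic fluorescence span divided by baseline fluorescence per well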
# KCNQ1 inh – blocks the human KCNQ1 potassium channel | P51787 | CHO-K1 KCNQ1, FluxOR thallium flux fluorescence; hits give high values | B-score at 10 µM | 310,000 tested, 1.3% active | AID 2642;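 active = compounds whose thallium flux B-score, printed positive for inhibition, exceeds three library SD while starting fluorescence stays within three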;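 also: channel opened by potassium depolarization with thallium stimulus after 20 min compound exposure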
# RGS4 pot – potentiators or activators of RGS4. 310,000 tested, 0.92% active. HEK293 M3R/inducible RGS4, carbachol calcium flux Fluo4; hits give low values. B-score at 10 µM;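 active = B-score of the integrated calcium signal more than 4 SD below the library mean, with starting fluorescence not abnormally high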;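 also: negative B-score means reduced calcium response which marks RGS4 activation or potentiation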
#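 Detection: kinetic calcium fluorescence imaging with Fluo4-AM dye, 2 µM / Material: HEK293 cells with stable M3R and inducible RGS4 / Schedule: recording 10 s baseline at 1 Hz, 100 s post-agonist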
# MrgX1 ag – agonists of human MrgX1 receptor. B-score at 10 µM. MrgX1-HEK293 cells, Fluo-4 calcium fluorescence, agonist mode; hits give high values. 310,000 tested, 0.44% active;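 active = calcium response B-score plate-corrected fluorescence ratio at least 3 library SD, with starting fluorescence B-score inside 5 SD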
#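 Test system: HEK293 cells stably expressing human MrgX1 receptor; amount: 15,000 cells per well; doses: compound delivered in addition one of three; times: overnight plating before 1 h dye loading; detection: Fluo-4 NW calcium-flux fluorescence, kinetic read; read-out basis: B-scored fluorescence response ratio; controls: positive and negative controls per plate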
# RGS4 inh – human RGS4 inhibition. P49798. HEK293 M3R/RGS4 inducible, Fluo-4 calcium flux; hits give high values; triggered by carbachol at its EC20. B-score at 10 µM. 310,000 tested, 0.45% active. AID 463165;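 active = B-score, a plate-corrected calcium signal, over three deviations above library mean, with baseline fluorescence within five deviations of library mean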;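 also: RGS4 expression induced by doxycycline in cells with stable M3 receptor; B-score is computed from the integrated fluorescence ratio over baseline after carbachol; higher B-score means a larger calcium signal and so more RGS4 inhibition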
# hERG protect – compounds protecting human hERG from proarrhythmic drug block | Q12809 | CHO-hERG, FluxOR thallium flux, dofetilide IC70 present | activation (rescue from dofetilide block), less the hit threshold, % at 10 µM | 310,000 tested, 0.51% active;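 active = activation above the mean of controls blocked by dofetilide plus 5 SD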;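 also: thallium influx through hERG after potassium depolarization seen as dye fluorescence rise; in these data hits start at about 4.7%; inactives centre near -7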
# KCNK9 block – blocks the human KCNK9 two-pore domain potassium channel | Q9NPC2 | HEK293 KCNK9, FluxOR thallium flux fluorescence; hits give low values | B-score at 10 µM | 310,000 tested, 1.2% active | AID 488922;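 active = ratio B-score over 3 SD below the library mean, with starting fluorescence within 5 SD of its mean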;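 also: negative B-score means less thallium flux so channel inhibition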
# Target sequence (Q9NPC2 whole entry, looked up, the tested form may be a part): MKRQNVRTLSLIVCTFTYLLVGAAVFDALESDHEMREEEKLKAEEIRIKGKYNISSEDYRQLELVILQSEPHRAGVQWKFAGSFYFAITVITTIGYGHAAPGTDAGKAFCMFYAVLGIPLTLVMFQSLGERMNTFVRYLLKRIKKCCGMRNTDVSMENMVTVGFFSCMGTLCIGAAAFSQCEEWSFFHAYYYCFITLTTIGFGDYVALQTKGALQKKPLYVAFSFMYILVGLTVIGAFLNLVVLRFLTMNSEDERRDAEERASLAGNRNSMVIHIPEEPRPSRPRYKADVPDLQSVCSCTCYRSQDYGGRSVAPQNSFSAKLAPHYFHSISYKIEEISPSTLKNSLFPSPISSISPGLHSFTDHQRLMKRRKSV
# KCNQ1 act – human KCNQ1 channel potentiation or activation | CHO-K1 KCNQ1, thallium flux FluxOR fluorescence; hits give high values | 310,000 tested, 0.35% active | P51787 | B-score at 10 µM;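 active = fluorescence ratio B-score, a plate-corrected score, at least three library SD, with initial intensity B-score within 5 SD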
#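 Test system: CHO-K1 cells stably expressing KCNQ1 / Medium: assay buffer / Also added: depolarizing K+/Tl+ stimulus, K2SO4 and Tl2SO4 each 12.5 mM in 5x stock / Incubation: 90 min dye loading and 20 min compound exposure, both at room temperature / Signal: thallium influx via FluxOR fluorescence, kinetic imaging / Evaluation: B score of baseline-normalized fluorescence ratio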
# KCNK3 block – human KCNK3 channel inhibition, primary screen | O14649 | CHO-KCNK3 thallium flux, FluxOR fluorescence; hits give low values | B-score at 10 µM | 340,000 tested, 0.84% active | AID 602410;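 active = B-score under library mean minus 4 SD, starting fluorescence ratio at most library mean plus 5 SD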;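 also: more negative B-score means stronger inhibition of thallium flux through KCNK3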
# Target sequence (O14649 whole entry, looked up): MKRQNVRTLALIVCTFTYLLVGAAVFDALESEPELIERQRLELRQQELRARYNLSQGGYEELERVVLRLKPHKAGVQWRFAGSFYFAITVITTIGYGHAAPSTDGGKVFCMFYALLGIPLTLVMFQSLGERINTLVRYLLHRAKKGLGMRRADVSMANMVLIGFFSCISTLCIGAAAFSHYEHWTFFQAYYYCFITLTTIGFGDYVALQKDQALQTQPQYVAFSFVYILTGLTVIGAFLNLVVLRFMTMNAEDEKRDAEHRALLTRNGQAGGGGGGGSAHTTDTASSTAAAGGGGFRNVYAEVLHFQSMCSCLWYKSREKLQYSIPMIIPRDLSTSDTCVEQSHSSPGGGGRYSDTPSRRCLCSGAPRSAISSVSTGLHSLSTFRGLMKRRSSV
# ANO1 activ – mouse TMEM16A channel activation, primary screen; HEK293 TMEM16A/YFP-H148Q/I152L, iodide quench fluorescence; hits give low values; B-score at 10 µM; 340,000 tested, 0.3% active; AID 623877;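 active = fluorescence-ratio B-score plate-corrected deviation score at least 3 library SD below zero, with starting fluorescence score within 5 deviations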;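 also: channel opened by trigger with iodide after compound preincubation; score built on the fluorescence ratio of max minus min over baseline; more negative score means more quench and so TMEM16A activation or potentiation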
# The depositor's hits bear a star; i = inactive; nt = no result given.
SMILES,MrgX1 PAM,ANO1 block,KCNQ1 inh,RGS4 pot,MrgX1 ag,RGS4 inh,hERG protect,KCNK9 block,KCNQ1 act,KCNK3 block,ANO1 activ
CCn1c(C)cc(/C=C2\NC(=O)N(Cc3ccccc3)C2=O)c1C,i,i,i,i,i,i,-7,i,i,i,i
O=C(O)CN1C(=O)/C(=C\c2cccc(OCc3ccc(F)cc3)c2)SC1=S,i,i,i,i,i,i,-4,i,i,i,i
O=C(C(NS(=O)(=O)c1cccc2nsnc12)c1ccccc1)N1CCN(c2ccccn2)CC1 (centres undefined),i,i,i,i,i,i,-13,i,i,i,i
Cc1ccccc1S(=O)(=O)Nc1ncc(C(F)(F)F)cc1Cl,i,i,i,i,i,i,-12,i,i,i,i
Cn1c(SC/C=C/c2ccccc2)nnc1-c1cccs1,i,i,i,i,i,i,-16,i,i,i,i
CC(C)Nc1nc(NC(C)C)nc(OCCOC(=O)c2ccccc2)n1,i,i,i,i,i,i,-12,i,i,i,i
COc1ccccc1C(=O)Nc1ccnn1C1CCN(C(=O)C(C)(C)C)CC1,i,i,i,i,i,i,-10,i,i,i,i
CNC(=O)COc1coc(CN2CCN(c3cccc(Cl)c3)CC2)cc1=O,i,i,i,i,i,i,-4,i,i,i,i
CCOc1ccc(N2CC(C(=O)OCC(=O)c3ccc(OC)cc3)CC2=O)cc1 (centres undefined),i,i,i,i,i,i,-6,i,i,i,i
O=C(CSc1nnc(CNc2ccccc2)o1)N1CCc2ccccc21,i,i,i,i,i,i,-5,i,i,i,nt
CCOC(=O)/C=C1\CN(Cc2ccc(OC)cc2)S(=O)(=O)c2ccccc21,i,i,i,i,i,i,-5,i,i,i,i
CN1CCc2c(sc(/N=C/c3cccs3)c2C(N)=O)C1,i,i,i,i,i,i,-7,i,i,i,i
O=C(COC(=O)/C=C/c1cn(-c2ccccc2)nc1-c1cccnc1)Nc1ccc(Cl)cc1Cl,i,i,i,i,i,i,-5,i,i,i,i
C=CCn1c(SCC(=O)NCc2ccc3c(c2)OCO3)nnc1-c1cccnc1,i,i,i,i,i,i,-5,i,i,i,i
CC1(C)CC(=O)c2cnc3nc4ccccc4n3c2C1,i,i,i,i,i,i,-9,i,i,i,i
COc1ccc(/C=C/C(=O)NC(=S)NNC(=O)c2c(-c3ccccc3)noc2C)cc1,i,i,i,i,29*,i,-10,i,i,i,i
CCC1CCC(C(=O)NC(C(=O)NCCN2CCOCC2)C(C)C)CC1 (centres undefined),i,i,i,i,i,i,-5,i,i,i,i
O=C(NC1CCCc2ccccc21)c1cc(F)cc(F)c1 (centres undefined),i,i,i,i,i,i,-4,i,i,i,i
Nc1ncc(Br)cc1N=Cc1ccccc1,i,i,i,i,i,i,-3,i,i,i,i
COC(=O)c1ccc(NC(=S)NCc2ccco2)cc1,i,i,i,i,i,i,-11,i,i,i,i
CC1=C(C(N)=O)C(c2cccs2)n2nc(-c3cccc(C)c3)nc2N1 (centres undefined),i,i,i,i,i,i,-6,i,i,i,i
COc1ccc(CNC(=O)Cn2nc(C)n3cccc3c2=O)cc1,i,i,i,i,i,i,-9,i,i,i,i
CC1(C)Cc2cccc(Oc3cc(NN4CCCCC4)c([N+](=O)[O-])cc3[N+](=O)[O-])c2O1,i,i,6*,i,i,i,-7,-14*,i,-12*,i
CC(C)CC(NC(=O)c1ccc(Cl)cc1)C(=O)OCC(=O)c1ccc2c(c1)NC(=O)CO2 (centres undefined),i,i,i,-12*,i,i,-7,i,13*,i,i
CC/C(O)=C1\C(=O)CC(C)(C)CC1=Nc1ccccc1C,i,i,i,i,i,i,-4,i,i,i,i
CC(Sc1nc2scc(-c3ccccc3)c2c(=O)[nH]1)C(=O)NC(N)=O (centres undefined),i,i,i,i,i,i,-11,i,i,i,i
Cc1ccc(NC(=O)COc2ccc(-c3nnco3)cc2)cc1S(=O)(=O)N1CCOCC1,i,i,i,i,i,i,-8,i,i,i,i
Cc1cc(C)nc(NC(=O)Cc2ccc([N+](=O)[O-])cc2)c1,i,i,i,i,i,i,-2,i,i,i,i
CCOC(=O)C(C)Sc1ncnc2nc[nH]c12 (centres undefined),i,i,i,i,i,i,-13,i,i,i,i
CCCCCCNC(=O)c1ncn[nH]1,i,i,i,i,i,i,-12,i,i,i,i
C(=N/Nc1nc(-c2ccccc2)cc(-c2ccccc2)n1)/c1cccnc1,i,i,i,-7.1*,i,i,-11,i,i,i,i
Cc1onc(-c2c(F)cccc2Cl)c1C(=O)N1CCN(S(C)(=O)=O)CC1,i,i,i,i,i,i,-8,i,i,i,i
O=C(O)C1CCCN1S(=O)(=O)c1ccc(F)cc1 (centres undefined),i,i,i,i,i,i,-3,i,i,i,i
Cc1cccc(CSCCNC(=O)CN(c2cc(C)cc(C)c2)S(C)(=O)=O)c1,i,i,i,i,i,i,-15,i,i,i,i
Cc1cc(NC(=O)C(=O)c2c(C)[nH]c3ccccc23)no1,i,i,i,i,i,i,-5,i,i,i,i
CCOn1c(-n2nc(C)cc2C)nc2ccccc2c1=O,i,i,i,i,i,i,-9,i,i,i,i

# 7 compounds from above with just hERG protect, ANO1 block and MrgX1 ag:
smiles,hERG protect,ANO1 block,MrgX1 ag
CC(Sc1nc2scc(-c3ccccc3)c2c(=O)[nH]1)C(=O)NC(N)=O (centres undefined),-11,i,i
Cc1ccc(NC(=O)COc2ccc(-c3nnco3)cc2)cc1S(=O)(=O)N1CCOCC1,-8,i,i
Cc1cc(C)nc(NC(=O)Cc2ccc([N+](=O)[O-])cc2)c1,-2,i,i
CCOC(=O)C(C)Sc1ncnc2nc[nH]c12 (centres undefined),-13,i,i
CCCCCCNC(=O)c1ncn[nH]1,-12,i,i
C(=N/Nc1nc(-c2ccccc2)cc(-c2ccccc2)n1)/c1cccnc1,-11,i,i
Cc1onc(-c2c(F)cccc2Cl)c1C(=O)N1CCN(S(C)(=O)=O)CC1,-8,i,i

# Carrying on.
SMILES,MrgX1 PAM,ANO1 block,KCNQ1 inh,RGS4 pot,MrgX1 ag,RGS4 inh,hERG protect,KCNK9 block,KCNQ1 act,KCNK3 block,ANO1 activ
COc1cc(NS(=O)(=O)c2ccc(N)cc2)ncn1,i,i,i,i,i,i,-4,i,i,nt,nt
COc1ccc(NC(=O)CC2(CC(=O)O)CCCC2)cc1,i,i,i,i,i,i,-6,i,i,i,i
Cc1ccc(-c2cc(C(=O)NCc3ccco3)c3ccccc3n2)o1,i,i,i,i,i,i,-24,i,i,i,i
CC(C)=N/N=C1\NC(=O)C(C)S1 (centres undefined),i,i,i,i,i,i,-8,i,i,i,i
CN(CC(=O)Nc1cccc(F)c1)C(=O)c1ccc(C2SCCS2)cc1,i,i,i,i,i,i,-13,i,i,i,i
O=c1[nH]c2c(s1)C(c1ccc(O)cc1)C1C3CCC(C3)C1S2 (centres undefined),i,i,i,i,i,i,-11,i,i,i,i
N=C1/C(=C\c2ccc(-c3cccc(Cl)c3)o2)C(=O)N=C2SC=C(c3ccccc3)N12,i,i,i,i,i,i,-5,i,8*,i,i
Cc1ccc(-c2c(C#N)c(N)n(-c3ccc(C)cc3)c(=O)c2C#N)cc1,i,i,i,i,i,i,-3,i,i,i,i
CC(C)CN1CCC(C(=O)N2CCN(c3ccccc3F)CC2)CC1,i,i,i,i,i,i,-5,i,i,i,i
COc1cc(C(C)=O)ccc1OCC(=O)OCCCOC(=O)COc1ccc(C(C)=O)cc1OC,i,i,i,i,i,i,-4,i,i,i,i
Cc1ccc(S(=O)(=O)N2CCCC2)cc1C(=O)N1CCC(C)CC1,i,i,i,i,i,i,-4,i,i,i,i
COc1ccc(N2CCN(C(=O)CCc3ccc(S(=O)(=O)NC(C)C)cc3)CC2)cc1,i,i,i,i,i,i,-1,i,i,i,i

# Complete entries as entered above. Values in the order: MrgX1 PAM | ANO1 block | KCNQ1 inh | RGS4 pot | MrgX1 ag | RGS4 inh | hERG protect | KCNK9 block | KCNQ1 act | KCNK3 block | ANO1 activ
# COc1ccc(N2CCN(C(=O)CCc3ccc(S(=O)(=O)NC(C)C)cc3)CC2)cc1 across the screens: i | i | i | i | i | i | -1 | i | i | i | i
# N=C1/C(=C\c2ccc(-c3cccc(Cl)c3)o2)C(=O)N=C2SC=C(c3ccccc3)N12 across the screens: i | i | i | i | i | i | -5 | i | 8* | i | i

# Additional structures:
SMILES,MrgX1 PAM,ANO1 block,KCNQ1 inh,RGS4 pot,MrgX1 ag,RGS4 inh,hERG protect,KCNK9 block,KCNQ1 act,KCNK3 block,ANO1 activ
C/C=C\C=C\C(=O)N1CC2(CC(c3cccc(NC(=O)COc4ccc(Cl)cc4)c3)=NO2)C[C@H]1C(N)=O (some centres undefined),i,i,i,i,i,i,-13,i,i,i,i
Cn1nnnc1SCCNCc1ccccc1OCc1ccccc1Cl,i,i,i,i,i,i,-18,i,i,i,i
COc1ccc(C(CNC(=O)c2ccc(S(=O)(=O)N3CCOCC3)cc2)N2CCCCC2)cc1 (centres undefined),i,i,i,i,i,i,-7,i,i,i,i
Cc1ccc(NC(=O)c2cccc(S(C)(=O)=O)c2)cc1,i,i,i,i,i,i,0,i,i,i,i
CCOC(=O)N1CCN(Cc2nc(N)nc(Nc3ccccc3C)n2)CC1,i,i,i,i,i,i,-13,i,i,i,i
CC(=O)c1ccc(Nc2nc3ccc(C)cc3n3cnnc23)cc1,i,i,i,i,i,i,-7,i,i,i,i
COc1ccccc1CNC(=O)CCSCc1cccc(Cl)c1,i,i,i,i,i,i,-6,i,i,i,i
COC(=O)C(Cc1ccccc1)NC(=O)CSc1nc(C)cc(=O)[nH]1 (centres undefined),i,i,i,i,i,i,-13,i,i,i,i
CCOc1cc(/C=C(\C#N)C(=O)Nc2ccc(S(N)(=O)=O)cc2)ccc1OCCN1CCOCC1,i,i,i,i,i,i,-6,i,i,i,i
CCOC(=O)Cc1csc(N)n1,i,i,i,i,i,i,-9,i,i,i,i
